RXFP1 agonist = activates the human relaxin receptor RXFP1; HEK293T-RXFP1 cAMP TR-FRET, 30 min; response scale: percent of porcine relaxin response, buffer zero; Potency, µM (doses to about 57.5 µM), inactives show at the highest dose activation, actives largely listed as activators; Q9HBX9; 370,000 tested, 0.3% active; further: potency means the concentration at half of the fitted maximal effect; on the % scale 0 is the no-effect control and ±100 the full control effect; nearly all actives have a fitted effect of over 60% in size; many of its hits are not listed in these tables
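HEK293 cells stably expressing RXFP1, treated 30 min at 37C with compounds plus PDE4 inhibitor Ro 20174; cAMP measured by HTRF TR-FRET. Normalized to buffer and 29 nM porcine relaxin; EC50 by Hill fit.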
D1 antagonist = antagonists of human D1 dopamine receptor. P21728. HEK293 TREx D1 cells, calcium flux, dopamine EC80; stronger effect = lower value. activity change, negative = inhibition, % at 10 µM. 360,000 tested, 3.2% active; in the data active means activity change below about -30%; further: on the % scale 0 is the no-effect control and ±100 the full control effect
Target sequence (P21728 whole entry, looked up): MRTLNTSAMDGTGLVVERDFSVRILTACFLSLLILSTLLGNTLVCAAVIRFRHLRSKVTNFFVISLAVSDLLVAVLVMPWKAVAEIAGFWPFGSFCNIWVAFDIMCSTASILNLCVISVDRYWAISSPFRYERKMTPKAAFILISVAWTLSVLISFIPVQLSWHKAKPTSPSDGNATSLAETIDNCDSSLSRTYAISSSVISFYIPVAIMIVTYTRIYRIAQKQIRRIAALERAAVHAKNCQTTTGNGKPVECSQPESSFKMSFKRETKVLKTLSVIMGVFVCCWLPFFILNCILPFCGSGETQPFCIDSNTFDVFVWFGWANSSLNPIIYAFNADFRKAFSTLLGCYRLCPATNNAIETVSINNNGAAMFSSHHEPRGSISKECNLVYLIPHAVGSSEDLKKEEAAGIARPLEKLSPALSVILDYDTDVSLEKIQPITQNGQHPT
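Calcium flux readout: force-coupled, inducible Hek293 Trex D1 line, cells induced overnight at 30 C with tetracycline, dye-loaded 30–90 min at RT. Antagonism scored against EC80 dopamine challenge given 180 s after compound.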
Glioma ERSR ind = induces the endoplasmic reticulum stress response in human glioma cells | AID 602332 | U87-MG GRP78 promoter luciferase reporter, 16 h | Potency, µM, without a hit: top-dose activation, actives largely listed as activators | 420,000 tested, 0.02% active; further: potency means the concentration at half of the fitted maximal effect; series mostly up to about 76 µM; % of control where 0% means no effect; nearly all actives have a fitted effect of over 35% in size
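Stably transfected U87-MG glioma cells carrying a GRP78-based luciferase sensor; 16 h compound incubation. Luminescence end-point read 10 min after Bright-Glo addition at room temperature.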
Vif-A3F inh = Vif-A3F binding inhibition; HeLa A3F-eYFP + Vif (tagged APOBEC3F with the HIV-1 protein that degrades it), YFP fluorescence increase; 390,000 tested, 0.2% active; Potency, µM (top dose mostly 46.1 µM), for the others: at the top dose activity, negative = active; AID 602313; further: potency means the concentration at half of the fitted maximal effect; % of control where 0% means no effect; nearly all actives have a fitted effect of over 65% in size
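HeLa cells stably expressing A3F-eYFP plus Vif, plated and incubated overnight at 37 deg C, then exposed to compounds overnight at 37 deg C. Blocked degradation read as raised yellow fluorescence (Ex 488/Em 500-530).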
D1 agonist = agonists of human D1 dopamine receptor; P21728; HEK293 T-REx D1 cells, calcium flux, agonist mode; activation, % at 2 µM; 360,000 tested, 1% active; in the data active means activation above about 30%; further: 0% is about no effect
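Inducible HEK293 T-REx D1 cells, force-coupled to calcium signalling, were plated at 4000 cells/well with tetracycline and held overnight at 30 C. After no-wash calcium dye loading, compound-evoked calcium rise over 180 s flagged agonists.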
LDHA inh = inhibitors of human lactate dehydrogenase A. purified LDHA, NADH/diaphorase-resazurin fluorescence; stronger effect = lower value. activity change, % (values are at about 110 or 230 µM). 480,000 tested, 0.15% active. AID 1347041. P00338; in the data active means activity change below about -30%; inconclusive means mostly about -25% to -30%;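 further: plate controls were DMSO wells for no effect and wells without enzyme for full effect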
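Resorufin fluorescence (ex540/em590), read at 0 and 20 min after diaphorase/resazurin addition, reports the NADH left after a 5 min room-temperature reaction of 2 nM human LDH5 with 0.06 mM NADH and 0.2 mM pyruvate.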
Vif-A3G inh = Vif-A3G binding inhibition; 410,000 tested, 0.076% active; HeLa A3G-eYFP + Vif (tagged APOBEC3G with the HIV-1 protein that degrades it), YFP fluorescence, overnight; Q9HC16; Potency, µM (highest dose often 46.1 µM), for inactives: at the highest dose activity, negative = active, hits mostly inhibitors;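 further: potency means the concentration at half of the fitted maximal effect; on the % scale 0 is the no-effect control and ±100 the full control effect; nearly all actives have a fitted effect of over 60% in size; hits raise eYFP signal because A3G escapes Vif-driven loss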
Target sequence (Q9HC16 whole entry, looked up): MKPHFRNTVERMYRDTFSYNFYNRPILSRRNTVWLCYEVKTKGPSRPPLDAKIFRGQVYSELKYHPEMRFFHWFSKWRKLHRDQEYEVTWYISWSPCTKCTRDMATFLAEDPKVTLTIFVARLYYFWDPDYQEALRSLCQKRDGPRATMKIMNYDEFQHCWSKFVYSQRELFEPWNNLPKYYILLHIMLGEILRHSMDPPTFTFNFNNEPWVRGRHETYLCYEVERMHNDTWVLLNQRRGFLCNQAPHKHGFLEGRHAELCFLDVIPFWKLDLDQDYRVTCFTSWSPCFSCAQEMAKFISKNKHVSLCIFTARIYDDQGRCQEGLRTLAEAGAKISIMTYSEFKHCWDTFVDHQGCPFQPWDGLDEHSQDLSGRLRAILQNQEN
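HeLa cells stably expressing Vif and C-terminally eYFP-tagged A3G, seeded overnight at 37 deg C, then exposed to compound by pintool overnight at 37 deg C. Rise in yellow fluorescence (Ex 488/Em 500-530, Acumen) marks blocked Vif-driven A3G degradation.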
D1 potentiator = potentiators of human D1 dopamine receptor; 360,000 tested, 0.036% active; HEK293 TREx D1 cells, calcium flux, dopamine EC20 potentiation; AID 504651; P21728; potentiation, % at 10 µM; in the data active means potentiation above about 30%; further: 0% is about no effect
D2 PAM = D2 dopamine receptor (human) potentiation | P14416 | HEK293 T-REx D2, calcium flux, EC20 dopamine potentiation | potentiation, % at 10 µM | 340,000 tested, 0.34% active;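 active means potentiation over 3 SD above the plate norm, cut at about 30% in these data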; further: 0% is about no effect
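Primary screen. Calcium kinetics in induced HEK293 T-REx D2 cells: compound pre-addition 180 s, EC20 dopamine, 180 s more.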
* marks the source's active call; other numbers are inactive results; u = inconclusive; x = no result given; & = joins results of further samples. Unless noted, the call rests on the fitted dose curve; in most records, active means well fitted curve in the direction sought with a large enough effect; inconclusive means small, poorly fitted or top-dose-only effect, or another doubt; inactive means no such curve, though single readings can be large; an effect the other way counts as inactive or inconclusive.

SMILES	RXFP1 agonist	D1 antagonist	Glioma ERSR ind	Vif-A3F inh	D1 agonist	LDHA inh	Vif-A3G inh	D1 potentiator	D2 PAM
CC(C)C(NS(=O)(=O)c1cccc2nsnc12)C(=O)NCCC1=CCCCC1 (centres undefined)	-1.7%	10	-4%	-11%	0	0	0%	-8	4
Fc1ccc2c(c1)C(c1ccncc1)=NNC(c1ccc(Cl)cc1)=N2	0.3%	x	-5%	1%	x	4	-5%	x	x
Cc1ccnc(Nc2nc(-c3ccc(O)cc3O)cs2)c1	1.6%	-4	9%	-12%	2	4	-12%	-2	5
COc1cccc(CC(=O)Nc2ccc3c(c2)CCC3)c1	-1.9%	6	-3%	-17%	0	0	-1%	-6	9
O=[N+]([O-])c1cc(-c2nc3nc4ccccc4nc3n2CCc2ccccc2)cc([N+](=O)[O-])c1	-1.7%	-7	-4%	-8%	5	-1	-2%	-1	2
O=C(CSc1c2c(nc3ccccc13)CCC2)Nc1ccc(F)cc1F	6.7%	-36*	-3%	-7%	-1	6	-17%	-2	3
Cc1ccc(C(=O)N/C(=C\c2ccc(F)cc2)C(=O)NCCCn2ccnc2)cc1	-1.5%	2	-6%	-5%	1	-1	-3%	-4	11
Cc1sc(N/N=C/c2cccs2)nc1-c1ccccc1	-0.3%	0	4%	5%	2	-5	-9%	-3	-9
Cc1onc(-c2ccccc2)c1C(=O)OCC(=O)Nc1ccc2c(c1)OCO2	-0.1%	-16	-5%	-1%	0	7	3%	8	-6
COc1ccc(-c2oc(=O)c3cc(OC)c(OC)cc3c2C#C[C@]2(O)CC[C@H]3[C@@H]4CCc5cc(OC)ccc5[C@H]4CC[C@@]32C)cc1	x	x	-5%	-7%	x	-7	-1%	x	x
Cc1ccc(NC(=O)NC2CC(=O)N(c3ccc4c(c3)OCCO4)C2)c(C)c1 (centres undefined)	0.0%	-47*	0%	1%	-1	-4	-4%	-4	7
O=S(=O)(NCc1ccc(Cl)cc1)c1ccc(Cl)nc1	1.1%	0	-4%	1%	3	-3	-1%	-1	10
COCCNc1nc2nonc2nc1N1CCCC1c1nccs1 (centres undefined)	-0.8%	8	-3%	-2%	5	-6	-4%	-3	7
O=c1c(O)c(-c2ccc3c(c2)OCO3)oc2ccccc12	9.1%	-4	-2%	-7%	13	-2	0%	-4	-4
CCOC(=O)c1ccc2c(c1)nc(SCC(=O)c1ccco1)n2CC	2.3%	-34*	5%	-12%	0	2	1%	-2	5
Cc1ccc(N2CC(NC(=O)c3ccc(S(=O)(=O)N(C)C)cc3)CC2=O)cc1C (centres undefined)	0.5%	x	2%	-14%	-2	-1	5%	1	14
Cc1ccc(C)c(N2CCN(C(=O)CCC(=O)Nc3nnc(CC(C)C)s3)CC2)c1	2.0%	-1	3%	1%	2	-2	3%	0	9
COc1ccc2ccccc2c1/C=N/O	-0.8%	0	-4%	-4%	0	2	0%	-1	x
NC1=NC(=O)/C(=C/c2cccc(-c3ccc(S(N)(=O)=O)cc3)c2)S1	-0.3%	-2	-2%	-1%	1	-9	0%	8	8
Cc1noc(C)c1NC(=O)Nc1ccc2c(c1)C(=O)N([C@H](C)CO)C[C@H](C)[C@H](CN(C)C)O2	x	x	-3%	0%	x	-6	1%	x	x
Cc1ccc(/C=C/c2onc(C)c2S(=O)(=O)N2CCC(C(=O)NC(C)(C)C)CC2)cc1	0.0%	-25	-2%	-6%	5	0	3%	-7	-2
CCCCCCCCOC(=O)c1c(CSC(=N)N)n(C)c2cc(Br)c(OC(C)=O)cc12	0.2%	16	-14%	10%	5	-10	-22%	10	-2
COc1ccc(N(C(=O)c2ccco2)C(C(=O)NC2CCCC2)c2ccc(OC)c(OC)c2)cc1 (centres undefined)	-0.3%	11	-3%	0%	0	-10	2%	-6	x
O=C(COC(=O)/C=C/c1cccc(C(F)(F)F)c1)Nc1cccc(S(=O)(=O)NC2=NCCC2)c1	x	x	-5%	-1%	x	-3	4%	x	x
CCOC(=O)c1sc(Nc2ccccc2)nc1C	1.9%	-16	7%	-14%	9	12&-1	-11%	-4	-5
CC(C)(C)C(=O)Nc1c2c(nn1-c1cccc(Cl)c1)CS(=O)(=O)C2	-2.6%	1	-6%	-13%	2	2	-1%	-3	8
C=CCc1c(C)nc(N)[nH]c1=O	-0.6%	-5	-3%	0%	3	-10	0%	-4	-9
COC(=O)c1cc(OC)c(OC)cc1NC(=O)C1CCC(=O)N1S(=O)(=O)c1ccc(C)cc1 (centres undefined)	3.8%	-5	-3%	-5%	-1	3	-3%	1	-15
Cc1cc(Nc2cccc(F)c2)n2nc(C)nc2n1	-0.6%	-2	-2%	3%	4	0	0%	-4	-2
COc1cc(NC(=O)Cc2ccc(S(=O)(=O)N3CCOCC3)s2)c(OC)cc1Cl	-0.6%	-10	-3%	9%	3	1	0%	2	-5
COc1cccc(/C=C/C(=O)Nc2ccc(N3CCOCC3)cc2)c1OC	-2.1%	-6	-4%	-4%	2	-1	-3%	-1	-4
COc1ccc(N2CCN(C3CCCN(C(=O)CCN4CCCCO4)C3)CC2)cc1 (centres undefined)	0.2%	13	-2%	-10%	0	-1	-1%	3	-5
COc1ccc(-c2cc3cc(-c4cc(OC)c(OC)c(OC)c4)ccc3o2)cc1	0.0%	x	2%	1%	-2	-4	2%	8	x
CCOc1ccc(-n2cc(-c3ccccc3)c3c(NCc4ccc(F)cc4)ncnc32)cc1	-0.7%	12	-3%	-6%	3	1	-3%	4	8
C=CCn1c(SC(C)C(=O)NCCC2=CCCCC2)nc2ccccc2c1=O (centres undefined)	-0.8%	-16	-2%	-2%	5	-10	-4%	-2	-6
Fc1ccc(OCc2nnc(-c3ccccc3Br)o2)c(Cl)c1	-0.2%	-2	5%	2%	4	1	-9%	-5	-10
CC(=O)c1ccc(NC(=O)CSc2nc(=O)n(Cc3ccncc3)c3c2CCC3)cc1	4.8%	x	0%	1%	-2	-2&-6	3%	0	-4
CCOC(=O)c1c(CSc2ccccc2)n(C)c2ccc(O)cc12	0.8%	-26	-3%	-9%	3	2	-1%	-6	-7
CCCc1ccc(-c2cc(C(=O)Nc3ccc([N+](=O)[O-])cn3)c3ccccc3n2)cc1	0.6%	-6	1%	1%	5	-1	-9%	-2	5
Cc1ccc(CC(=O)N(C)CC(=O)N(CC(C)C)c2c(N)n(CC(C)C)c(=O)[nH]c2=O)cc1C	-0.5%	22	-4%	1%	1	0&-9	1%	3	1

Looked up by compound from above:
SMILES	RXFP1 agonist	D1 antagonist	Glioma ERSR ind	Vif-A3F inh	D1 agonist	LDHA inh	Vif-A3G inh	D1 potentiator	D2 PAM
C=CCn1c(SC(C)C(=O)NCCC2=CCCCC2)nc2ccccc2c1=O (centres undefined)	-0.8%	-16	-2%	-2%	5	-10	-4%	-2	-6
COc1ccc(N2CCN(C3CCCN(C(=O)CCN4CCCCO4)C3)CC2)cc1 (centres undefined)	0.2%	13	-2%	-10%	0	-1	-1%	3	-5

The list continues:
SMILES	RXFP1 agonist	D1 antagonist	Glioma ERSR ind	Vif-A3F inh	D1 agonist	LDHA inh	Vif-A3G inh	D1 potentiator	D2 PAM
COC(=O)c1c(C)oc(C)c1S(=O)(=O)N1CCCC1	-0.6%	-8	-3%	-5%	3	-5	1%	-1	-3
COC(=O)[C@H](Cc1ccccc1)NC(=O)N1Cc2ccccc2C[C@H]1C(=O)OC	1.2%	-4	5%	-6%	0	2	1%	-4	5
Cc1ccc(NC(=O)Cn2c(=O)n(CCCC(=O)NCc3ccc4c(c3)OCO4)c(=O)c3ccccc32)cc1	4.6%	0	-3%	7%	-1	-5	3%	1	-2
COc1ccc(S(=O)(=O)Nc2cc(-c3cn4cccc(C)c4n3)ccc2C)cc1C	-1.5%	-5	0%	2%	1	2	-1%	6	-3
CN(/N=C/c1cccnc1)C1=NS(=O)(=O)c2ccccc21	-2.2%	-1	-1%	u	0	-3	8%	-1	-14
CC(C)(C)OC(=O)N1CCC(C(=O)NNC(=O)c2ccc(Cl)cc2Cl)CC1	-1.8%	-1	-2%	1%	1	-3	-8%	-2	-1
CCCCC[C@H]1CN(Cc2ccc(OC)cc2)C(=O)[C@@H]1CC(=O)NCc1ccccc1	0.0%	19	-6%&-1%	-4%	3	0	0%&-1%	-5	-4
CCC1(c2ccc(F)cc2)NC(=O)N(CC(=O)NCC(=O)Nc2cccc(C)c2C)C1=O (centres undefined)	-0.8%	9	2%	-12%	2	3	2%	-2	x
COc1cccc(CNC(=O)c2nn(-c3ccc(C)cc3)c(=O)c3c2c2ccccc2n3C)c1	8.0%	-29	-3%	-3%	2	-5	-6%	-2	2
COCCCNCCCOc1ccc(C(C)(C)c2ccccc2)cc1	-0.7%	13	-6%	1%	9	-21	2%	0	0
C=CC(=O)Nc1ccc(N(C)c2ccnc(Nc3ccc(N4CCN(C)CC4)cc3)n2)cc1	x	x	-7%	0%	x	4	-8%	x	x
COc1ccc(NC(=O)CCN2C(=O)c3ccncc3C2=O)cc1OC	4.8%	-4	-4%	-7%	2	0	5%	4	0
CN(C)Cc1ccc(F)cc1Sc1ccc(Cl)cc1Cl	-0.1%	-6	-2%	-9%	-1	5	-9%	-4	x
CCc1nnc(NC(=O)CCC(=O)NCCc2ccc(OC)c(OC)c2)s1	0.0%	-16	-3%	8%	1	-4	1%	-6	-4
COc1cccc(NC(=O)c2ccc3nsnc3c2)c1	-2.5%	-2	-1%	1%	3	-7	-6%	-2	0
Cc1cc(S(=O)(=O)N2CCOCC2)ccc1OCC(=O)NCc1ccco1	-3.3%	8	1%	-17%	4	-11	4%	x	-3
Cc1cccc(/C=N/NC(=O)c2ccc(NC(=O)c3ccc(F)cc3)cc2)n1	-1.7%	-51*	1%	1%	-3	-16	-10%	-8	-5
CCn1cc(C(=O)N2CCN(c3cc(C)ccc3C)CC2)c(=O)c2cc(S(=O)(=O)N(C)C3CCCCC3)ccc21	4.1%	13	-2%	6%	5	-5	-5%	5	12
CCC(=O)N(Cc1cc2cccc(C)c2[nH]c1=O)c1ccccc1OC	2.2%	-7	-2%	-1%	3	-4	2%	-9	6
CCCn1c(N)c(N(CCOC)C(=O)c2cccc(Cl)c2)c(=O)[nH]c1=O	1.0%	3	-6%	-6%	1	-2	-1%	0	4

Screening results deposited in PubChem BioAssay by National Center for Advancing Translational Sciences (NCATS).

Not all compounds are listed, so the mix of outcomes need not match the whole.
